FLuc modulator: qHTS profiling assay for firefly luciferase inhibitor/activator using purifed enzyme and Km concentrations of substrates (counterscreen for miR-21 project) | Luciferin 4-monooxygenase (Photinus pyralis), P08659 | Potency, µM (titrated, usually from 57.5 µM), for inactives: at the top dose activity change, negative = inhibition, hits mostly inhibitors | purified FLuc, Km substrates, luminescence inhibition | AID 588342, 2011 | hit rate 6.9% among 360,000;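 note: potency is the fitted concentration of half-maximal effect; plate controls were vehicle for no effect and reference inhibitor for full effect; nearly all actives have a fitted effect of over 55% in size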
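Purified P. pyralis luciferase (10nM final) with 10uM D-luciferin and 10uM ATP (Km levels) in 50mM Tris acetate pH 7.5, 10mM Mg acetate, 0.01% Tween-20, 0.05% BSA; qHTS 6-point titration, ~60 µM downward; luminescence read.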
Mito fusion yeast: qHTS Assay for Small Molecule Inhibitors of Mitochondrial Division or Activators of Mitochondrial Fusion | S. cerevisiae fusion-defective mutant growth rescue, CellTiterGlo 48 h | Potency, µM (titrated, usually from 46.1 µM), without a hit: at the top dose growth rescue (activation), actives largely listed as activators | hit rate 0.23% among 320,000 | AID 485298, 2010;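 note: potency is the fitted concentration of half-maximal effect; % of control where 0% means no effect; nearly all actives have a fitted effect of over 45% in size; temperature-sensitive fusion mutants such as fzo1-1 at 37 °C on non-fermentable ethanol glycerol medium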
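Read-out: ATP-based luminescence (CellTiterGlo, 10 min ambient) reporting growth of fusion-defective ts yeast after 48 hours at 37C on glycerol/ethanol YPEG medium in the presence of compound.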
RORg inh: qHTS for inhibitors of ROR gamma transcriptional activity | Nuclear receptor ROR-gamma (Mus musculus), P51450 | Drosophila S2 Gal4-RORgamma UAS-luciferase reporter, 20 h | Potency, µM (titrated, usually from 53.6 µM), for inactives: at the top dose activity change, negative = inhibition, most hits filed as inhibitors | hit rate 5.4% among 310,000; note: potency is the fitted concentration of half-maximal effect; % is set by controls: 0 for no effect and ±100 for the full control effect; nearly all actives have a fitted effect of over 60% in size
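Luminescence from a UAS-regulated Photinus luciferase reporter in stably transfected Drosophila Schneider cells is measured; decreased signal marks ROR gamma inhibition. Fusion expression is induced by 700 uM copper sulfate for 20 hr.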
ELG1 repair inh: qHTS screen for small molecules that inhibit ELG1-dependent DNA repair in human embryonic kidney (HEK293T) cells expressing luciferase-tagged ELG1; Potency, µM (titrated, usually from 46.1 µM), for inactives: top-dose activity change, negative = inhibition, most hits filed as inhibitors; hit rate 2.3% among 330,000; HEK293T ELG1-luciferase reporter, luminescence, 16 h; DNA damage induced by 5-fluorouridine; note: potency is the fitted concentration of half-maximal effect; % is set by controls: 0 for no effect and ±100 for the full control effect; nearly all actives have a fitted effect of over 55% in size
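Step one: seed 2,000 cells per well. Step two: pin-transfer compound or DMSO alongside 5-fluorouridine. Step three: incubate 16 hr, 37 °C, 5% CO2. Step four: add ONE-Glo, wait 30 min, read luminescence.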
PKM2 act: qHTS Assay for Activators of Human Muscle isoform 2 Pyruvate Kinase | purified PKM2, Kinase-Glo ATP luminescence, activation; response scale: 0% is enzyme alone, no compound | Potency, µM (series often up to 57.5 µM), inactives show top-dose activation, hits mostly activators | hit rate 0.34% among 260,000 | AID 1631, 2009; note: potency is the fitted concentration of half-maximal effect; % is set by controls: 0 for no effect and ±100 for the full control effect; nearly all actives have a fitted effect of over 55% in size
Target sequence (P14618 whole entry, looked up, canonical isoform): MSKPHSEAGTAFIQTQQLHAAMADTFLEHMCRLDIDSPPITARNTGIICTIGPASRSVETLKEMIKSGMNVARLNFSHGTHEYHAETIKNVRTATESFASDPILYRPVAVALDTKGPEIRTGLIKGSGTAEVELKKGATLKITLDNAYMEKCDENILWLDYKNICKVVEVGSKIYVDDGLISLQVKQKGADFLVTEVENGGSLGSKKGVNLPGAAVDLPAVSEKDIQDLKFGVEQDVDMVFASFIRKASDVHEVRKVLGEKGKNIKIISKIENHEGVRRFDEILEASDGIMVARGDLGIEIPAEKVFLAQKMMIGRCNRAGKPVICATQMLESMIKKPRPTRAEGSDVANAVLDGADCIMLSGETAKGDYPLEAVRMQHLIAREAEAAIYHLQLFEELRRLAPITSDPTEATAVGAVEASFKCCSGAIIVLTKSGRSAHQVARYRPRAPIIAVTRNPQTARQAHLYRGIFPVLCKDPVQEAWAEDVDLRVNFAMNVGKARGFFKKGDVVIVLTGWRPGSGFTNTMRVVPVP
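Kinase-Glo luminescence reports ATP generated from ADP (0.1 mM) and PEP (0.5 mM) by purified hPK-M2 after 1 h at room temperature, pH 7.2 imidazole buffer; intermediate enzyme activity allows detecting inhibitors and activators.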
MBNL1 CUG block: qHTS Assay for Inhibitors of MBNL1-poly(CUG) RNA binding. TR-FRET MBNL1-His/biotin-(CUG)12 binding, 665/545 ratio. Potency, µM (highest dose often 57.5 µM), for inactives: at the highest dose activity change, negative = inhibition, hits mostly inhibitors. hit rate 0.036% among 280,000. AID 2675, 2010; active = well fitted inhibition curve with a large enough effect in the signal ratio, with a control signal flat, not every such curve was filed as active; inconclusive = small, poorly fitted or top-dose-only effect, or effect the other way, or a change in a side signal; inactive = no such curve, though single readings can be large or run the other way; the % refers to the signal ratio; note: potency is the fitted concentration of half-maximal effect; % is set by controls: 0 for no effect and ±100 for the full control effect
Target sequence (Q9NR56 whole entry, looked up): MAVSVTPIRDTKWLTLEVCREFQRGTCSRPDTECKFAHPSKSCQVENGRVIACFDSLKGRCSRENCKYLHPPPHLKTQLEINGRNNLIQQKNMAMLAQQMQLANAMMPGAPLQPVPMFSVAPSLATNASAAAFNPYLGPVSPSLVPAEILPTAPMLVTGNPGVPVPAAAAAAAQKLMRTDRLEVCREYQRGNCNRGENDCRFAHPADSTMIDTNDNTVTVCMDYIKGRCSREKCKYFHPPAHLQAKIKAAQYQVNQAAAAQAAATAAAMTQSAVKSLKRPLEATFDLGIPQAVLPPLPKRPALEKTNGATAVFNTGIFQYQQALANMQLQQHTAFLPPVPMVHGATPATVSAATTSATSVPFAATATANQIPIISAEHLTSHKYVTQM
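Compounds (final 92 nM to 58 uM) are added to His-tagged MBNL1 and biotin-(CUG)12, then terbium anti-His antibody and streptavidin-XL665 (5 nM final). After 60 min at room temperature, the 665/545 nm ratio is read.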
Menin-MLL TR inh: qHTS Assay for Inhibitors Targeting the Menin-MLL Interaction in MLL Related Leukemias: Competition With Texas Red Labeled MLL-derived Mutant Peptide; O00255; Menin + Texas Red MLL mutant peptide, fluorescence polarization; Potency, µM (highest dose often 61.6 µM), without a hit: at the top dose FP activity change, negative = inhibition, hits mostly inhibitors; hit rate 0.23% among 270,000; AID 1768, 2009; active = well fitted inhibition curve with a large enough effect in the polarisation, with a control signal flat, not every such curve was filed as active; inconclusive = small, poorly fitted or top-dose-only effect, or effect the other way, or a change in a side signal; inactive = no such curve, though single readings can be large or run the other way; the % refers to the polarisation; note: potency is the fitted concentration of half-maximal effect; % of control where 0% means no effect; many of its hits are not listed in these tables
NPC1 promoter act: qHTS Assay for NPC1 Promoter Activators | Huh7 NPC1 promoter luciferase reporter, 24 h | Potency, µM (top dose mostly 9.22 µM), inactives show at the top dose activation, hits mostly activators | hit rate 2.4% among 320,000 | AID 485313, 2010;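 note: potency is the fitted concentration of half-maximal effect; % of control where 0% means no effect; nearly all actives have a fitted effect of over 60% in size; reporter is driven by a mutant NPC1 promoter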
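Cells: Huh7 expressing luciferase under the NPC1 promoter, 1500/well. Seeded 2 h, compound added, incubated 24 h at 37 °C. Luciferase reagent, 10 min ambient, then luminescence.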
Gal4-VP16 FLuc: VP16 counterscreen qHTS for inhibitors of ROR gamma transcriptional activity. Drosophila S2 Gal4-VP16 UAS-luciferase, luminescence, 20 h. Potency, µM (series often up to 53.6 µM), for the others: at the top dose activity, negative = inhibition, usual class: inhibitors. hit rate 3.5% among 310,000;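 note: Gal4-VP16 expression switched on by copper sulfate through the metallothionein promoter; potency is the fitted concentration of half-maximal effect; % is set by controls: 0 for no effect and ±100 for the full control effect; nearly all actives have a fitted effect of over 50% in size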
Rab9 promoter act: qHTS Assay for Rab9 Promoter Activators. Huh7 Rab9 promoter-luciferase reporter, luminescence, 24 h. Potency, µM (top dose mostly 9.22 µM), without a hit: top-dose activation, negative = inhibition, most hits filed as activators. hit rate 2.8% among 320,000. AID 485297, 2010; note: potency is the fitted concentration of half-maximal effect; % of control where 0% means no effect; nearly all actives have a fitted effect of over 60% in size
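Luminescence from Amplite-detected luciferase (10 minutes, ambient) reports Rab9 promoter activation. Before that, stable Rab9-luciferase Huh7 cells (1500/well, reduced-serum OP-MEM I plus 10% FBS) were exposed to compound for 24 hours at 37C.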
KCNH2 3.1 block: qHTS for Inhibitors of KCHN2 3.1: Mutant qHTS; U2OS KCNH2 3.1, thallium flux FluxOr; active compounds read low; activity change, % (tested at about 1.8 µM); hit rate 0.95% among 340,000; AID 720553, 2013;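 active = maximum activity change below -70%; inconclusive = maximum activity change from -70% to -50%; inactive = maximum activity change above -50%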;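 note: thallium influx rate constant from kinetic fluorescence after stimulation buffer; % is set by controls: 0 for no effect and ±100 for the full control effect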
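Steps: virus added to U2OS suspension (4 h, RT, dark); medium with 10% FBS added, cells plated, 37 C overnight; FluxOr/Red40 loading buffer 45 min RT; stimulation buffer, 2 min kinetic read; rate constant normalized.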
Starred values were filed as active, the others as inactive; u = inconclusive; x = no result given; & = joins results of further samples; [ ] = another dose, or the depositor's remark. Unless noted, calls come from the whole dose curve; as a rule, active = well fitted curve in the direction sought with a large enough effect; inconclusive = small, poorly fitted or top-dose-only effect, or another doubt; inactive = no such curve, though single readings can be large; an effect the other way counts as inactive or inconclusive.

SMILES	FLuc modulator	Mito fusion yeast	RORg inh	ELG1 repair inh	PKM2 act	MBNL1 CUG block	Menin-MLL TR inh	NPC1 promoter act	Gal4-VP16 FLuc	Rab9 promoter act	KCNH2 3.1 block
O=C(NCc1ccccc1)Nc1cccn(Cc2ccccc2)c1=O	11µM*	-2%	u	10%	-4%	x	9%	1%	1%	-7%	18
O=C(COC(=O)c1cccs1)NCc1ccc2c(c1)OCO2	u	8%	-39%	13%	4%	-7%	-7%	4%	0%	-1%	2
Cc1c(C(=O)NC2CC2)oc2ccccc12	u	-3%	x	u	x	x	x	-4%	x	-2%	-7
O=C(NCc1ccco1)c1ccc(Cn2c(=O)c3ccccc3n(Cc3cccc(Cl)c3)c2=O)cc1	0%	-3%	-17%	-8%	4%	-15%	0%	-4%	-16%	-1%	-18
CC(=O)Nc1ccc(S(=O)(=O)Oc2ccc(N3C(=O)C4CCCCC4C3=O)cc2)cc1 (centres undefined)	0%	3%	u	5%	0%	-9%	22%	-9%	13µM*	-12%	0
Cc1cc(OCC(=O)N[C@@H](CSCc2ccccc2)C(=O)O)c2c(C)c(C)c(=O)oc2c1	2%	0%	22%	-1%	3%	1%	13%	0%	-6%	4%	7
CN1C(=S)SC(/[N+]([O-])=C\c2ccc(Cl)cc2)C1(C)C (centres undefined)	3%	-1%	2%	21%	-4%	1%	-1%	0%	-10%	5%	-17
CCCCOc1cccc(C(=O)Nc2ccc(NC(=O)c3ccco3)cc2)c1	-2%	8%	-19%	0%	1%	4%	u	1%	u	4%	2
CCOC(=O)Cn1c(C)nc2c(C(=O)OCC)sc(C)c2c1=O	0%	-4%	-1%	1%	-5%	u	-24%	0%	-5%	-3%	7
CCOC(=O)C1CCCN(S(=O)(=O)c2ccc3c4c2CC(=O)N4CC(C)S3)C1 (centres undefined)	3%	-3%	7%	-18%	11%	4%	-24%	-2%	0%	-13%	2
COc1cccc(OC)c1C(=O)N1CCN(Cc2ccc3c(c2)OCO3)CC1	3%	-5%	3%	-12%	2%	-3%	-17%	-2%	2%	0%	-15
COc1ccc(C(=O)OCC(=O)Nc2ccc3c(c2)OCCO3)c(OC)c1	-4%	7%	x	0%	x	x	x	-4%	x	-1%	-10
CC(C)n1c(O)c(N=Nc2ccccn2)c2ccccc21	u	7%	8.9µM*	9%	7%	10%	-12%	-1%	u	-1%	0
CC(C)CN1C(=O)/C(=C(/C#N)C(=O)NC2CCCCC2)c2ccccc21	3%	-22%	u	-19%	-4%	-1%	-21%	-2%	u	0%	-1
CC(C)C(C)(C#N)NC(=O)CSc1nc2scc(-c3ccc(F)cc3)c2c(=O)n1Cc1ccccc1 (centres undefined)	0%	0%	18µM*	u	4%	491%[activator]	-21%	1%	u	1%	-41
COc1ccc(N2CCN(C(=O)CCCCCn3c(=S)[nH]c4cc5c(cc4c3=O)OCO5)CC2)cc1	0%	0%	-36%	13%	x	14%	x	21%	-21%	-11%	26
Cc1cccc(NC(=O)CSc2nc3ccccc3c3nc(CCc4c(C)n[nH]c4C)nn23)c1	-5%&4%	-3%	25%	u	5%	-2%	4%	-2%	-6%	-5%	0
CCCCNC(=S)NNC(=O)c1csc(C(C)C)c1	-18%	-3%	7.9µM*	30%	1%	-4%	2%	-2%	u	u	11
O=C(O)c1cc(-c2ccncc2)nc2ccc(F)cc12	7%	-5%	4%	12%	-2%	10%	8%	-3%	-3%	1%	x
c1ccc(-c2ncc3ccccn23)cc1	u	3%	0%	4%	7%	8%	x	13%	26%	7%	9

Compounds listed so far with a thiophene ring, fused or not (four):
SMILES	FLuc modulator	Mito fusion yeast	RORg inh	ELG1 repair inh	PKM2 act	MBNL1 CUG block	Menin-MLL TR inh	NPC1 promoter act	Gal4-VP16 FLuc	Rab9 promoter act	KCNH2 3.1 block
O=C(COC(=O)c1cccs1)NCc1ccc2c(c1)OCO2	u	8%	-39%	13%	4%	-7%	-7%	4%	0%	-1%	2
CCOC(=O)Cn1c(C)nc2c(C(=O)OCC)sc(C)c2c1=O	0%	-4%	-1%	1%	-5%	u	-24%	0%	-5%	-3%	7
CC(C)C(C)(C#N)NC(=O)CSc1nc2scc(-c3ccc(F)cc3)c2c(=O)n1Cc1ccccc1 (centres undefined)	0%	0%	18µM*	u	4%	491%[activator]	-21%	1%	u	1%	-41
CCCCNC(=S)NNC(=O)c1csc(C(C)C)c1	-18%	-3%	7.9µM*	30%	1%	-4%	2%	-2%	u	u	11

Further structures follow:
SMILES	FLuc modulator	Mito fusion yeast	RORg inh	ELG1 repair inh	PKM2 act	MBNL1 CUG block	Menin-MLL TR inh	NPC1 promoter act	Gal4-VP16 FLuc	Rab9 promoter act	KCNH2 3.1 block
CCCc1c(C(=O)Nc2ccc(N3CCOCC3)cc2)cnn1-c1ccccc1	-3%	-1%	8%	-23%	-1%	x	x	-1%	0%	-6%	-25
CCCCNC(=O)COC(=O)c1ccc(SC)cc1OC	0%	5%	42%	17%	15%	1%	-22%	-6%	0%	1%	-5
O=C(O)CN1C(=O)C(=O)N(Cc2c(F)cccc2Cl)C1=O	-3%	12%	5%	13%	x	-1%	1%	1%	-4%	-1%	-4
CCN(c1ccc(C(=O)CN2C(=O)NC3(CCOc4ccccc43)C2=O)cc1)S(C)(=O)=O (centres undefined)	3%	0%	x	-10%	x	x	x	3%	x	1%	-8
COc1ccc2nc(SCC(=O)Nc3c(C)cc(C)cc3C)[nH]c2c1	6%	-1%	20%	1%	0%	-3%	-8%	2%	0%	0%	-2
O=CNc1ccc(S(=O)(=O)NCc2ccccc2)cc1	5%	-3%	12%	6%	1%	-4%	-2%	-2%	24%	-2%	-8
CCOc1ccc(S(=O)(=O)Nc2cccnc2)cc1	2%	-1%	u	u	-1%	-9%	-2%	-5%	-13%	5%	2
CCOc1ccc(NC(=O)CC(Cc2cc(C)cc(C)c2)C(=O)O)cc1 (centres undefined)	6%	9%	29%	7%	x	-18%	-30%	0%	-5%	10%[1.84 µM]	5
CSC(=O)NC12CC3CC(CC(C)(C3)C1)C2	0%	-2%	11%	12%	-5%	-4%	-4%	0%	2%	-1%	-2
Cc1noc(NS(=O)(=O)c2ccc(NC(=O)CSc3nnc4c(n3)[nH]c3ccccc34)cc2)c1C	-16%	-1%	29%	-5%	-4%	x	16%	-3%	-4%	-1%	2
CC(C)C[C@H](NC(=O)C1CCN(S(=O)(=O)c2ccccc2)CC1)C(=O)NCc1ccncc1	0%	2%	2%	-11%	x	2%	x	4%	-3%	-5%	2
c1ccc2c(c1)CCN(c1nc3ccccc3n3cnnc13)C2	u	4%	33%	u	-1%	7%	0%	-1%	4%	7%	2
CCN1CCN(c2ccc(S(=O)(=O)N3CCOCC3)cc2NC(=O)c2ccc(Cl)s2)CC1	-2%	-1%	x	1%	x	x	x	0%	x	1%	2
COc1ccccc1-c1ccc(SCc2ccc(C)cc2)nn1	15µM*	-5%	u	u	6%	-2%	7%	5%	21%	9%	-3
COC1CCN(C(=O)CC2C(=O)NCCN2CC2CCCCC2)CC1 (centres undefined)	1%	3%	-4%	4%	-3%	-3%	-11%	-3%	-5%	12%	-9

Source: PubChem (National Center for Advancing Translational Sciences (NCATS))

Some of the compounds tested. The share of hits here may be higher or lower than overall.
